Source: PubChem
697 NFkB inh – lowers PMA/ionomycin-induced NF-kB signal in 697 B cells; 697 B-cell NF-kB luciferase reporter, 16 h; inhibition, % at 4 µM; 0.33% of 330,000 active; in the data active = inhibition above about 35%
CHOP UPR activ – activators of apoptotic arm of unfolded protein response (CHOP); CHO-CHOP luciferase reporter, UPR activation, luminescence; percent of tunicamycin response over DMSO baseline; activation, % at 10 µM; 0.34% of 330,000 active; AID 449763;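 active = at 10 µM dose, activation of 40% or more, normalized to positive control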;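 also: 100% = tunicamycin at 10 µg/mL and 0% = DMSO alone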
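Dosing – one dose, 10 µM in 0.5% DMSO · System – CHO-CHOP cells, stable luciferase reporter of PERK-eIF2a-CHOP signalling · Input – 500 cells/well · Control set – tunicamycin 10 µg/mL final as positive, DMSO-only wells as negative · Timing – 6 h compound treatment, 37 °C · Measure – % activation vs tunicamycin · Technique – luminescence read with Steady-Glo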
UPR XBP1 act – activators of adaptive arm of unfolded protein response (XBP1). CHO-XBP1 luciferase reporter, IRE1-XBP1 UPR activation, luminescence; percent of tunicamycin response, DMSO as zero. activation, % at 20 µM. 0.33% of 330,000 active. AID 463104;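 active = versus positive control, 20 µM dose yields 30% or more activation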;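 also: 100% = tunicamycin at 10 µg/mL and 0% = DMSO only wells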
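incubation = overnight seeding at 37 °C, 6 h compound treatment at 37 °C | assay system = CHO-XBP1 cells stably carrying IRE1-XBP1-driven luciferase reporter | input = 1000 cells per well | detection = luciferase luminescence | dosing = single point, 20 µM final compound, 1% DMSO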
Jurkat NFkB inh – inhibitors of the PMA/ionomycin-induced NF-kB reporter in Jurkat cells; inhibition, % at 4 µM; PMA/ionomycin-induced NF-kB luciferase reporter, luminescence; AID 435003; 0.53% of 330,000 active; in the data active = inhibition above about 50%
Mdm2-MdmX inh – inhibitors of human Mdm2/MdmX interaction. O15151+Q00987. SaOS-2 split-luciferase Mdm2/MdmX complementation, luminescence. inhibition, % at 8 µM. 3% of 330,000 active. AID 485346;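 active = inhibition of at least 50% at 8 µM in the primary screen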
Target sequence (O15151 whole entry, looked up): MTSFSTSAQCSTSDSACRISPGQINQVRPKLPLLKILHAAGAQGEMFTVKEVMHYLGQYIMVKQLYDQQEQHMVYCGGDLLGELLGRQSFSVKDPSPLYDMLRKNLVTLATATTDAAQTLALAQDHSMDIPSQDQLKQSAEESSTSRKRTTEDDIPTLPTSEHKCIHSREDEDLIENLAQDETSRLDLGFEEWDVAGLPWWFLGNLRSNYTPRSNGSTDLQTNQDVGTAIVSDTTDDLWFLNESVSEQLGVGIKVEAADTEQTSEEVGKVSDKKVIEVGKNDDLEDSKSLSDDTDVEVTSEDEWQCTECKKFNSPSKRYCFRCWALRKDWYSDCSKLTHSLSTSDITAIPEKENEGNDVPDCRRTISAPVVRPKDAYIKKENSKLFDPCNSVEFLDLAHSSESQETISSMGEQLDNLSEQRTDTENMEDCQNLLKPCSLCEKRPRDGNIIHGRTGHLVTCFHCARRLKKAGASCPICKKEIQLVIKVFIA
Target sequence (Q00987 whole entry, looked up): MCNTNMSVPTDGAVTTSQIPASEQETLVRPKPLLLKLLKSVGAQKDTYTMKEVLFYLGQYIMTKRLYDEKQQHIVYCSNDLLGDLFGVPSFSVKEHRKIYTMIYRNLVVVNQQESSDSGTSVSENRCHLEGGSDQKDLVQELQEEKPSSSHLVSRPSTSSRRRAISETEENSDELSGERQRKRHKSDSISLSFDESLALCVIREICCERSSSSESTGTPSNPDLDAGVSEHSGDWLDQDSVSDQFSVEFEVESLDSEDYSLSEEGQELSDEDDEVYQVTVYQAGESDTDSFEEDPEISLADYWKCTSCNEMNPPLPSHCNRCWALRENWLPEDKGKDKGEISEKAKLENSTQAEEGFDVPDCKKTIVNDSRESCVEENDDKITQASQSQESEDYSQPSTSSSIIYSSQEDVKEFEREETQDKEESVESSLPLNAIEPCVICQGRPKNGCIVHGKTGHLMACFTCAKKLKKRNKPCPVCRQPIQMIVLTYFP
tim23-1 inh – growth inhibitors of tim23-1 mutant yeast. 1.3% of 330,000 active. AID 463212. S. cerevisiae tim23-1 growth, BacTiter-Glo luminescence, 24 h. inhibition, % at 20 µM;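 active = growth inhibition of the mutant yeast at or above 50%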;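 also: temperature-sensitive mutant grown at 25 °C; plate controls were DMSO-treated mutant yeast for no effect and medium wells lacking yeast for full effect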
tim10-1 inh – tim10-1 yeast growth inhibition. AID 463190. S. cerevisiae tim10-1 ts strain growth, BacTiter-Glo, 24 h. 2.2% of 330,000 active. inhibition, % at 20 µM;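 active = inhibition of at least 40%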;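 also: mutant grown at 25 °C; 0% = DMSO wells with yeast and 100% = wells holding no yeast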
TIM10 inh – growth inhibitors of TIM10 yeast strain; AID 463195; S. cerevisiae TIM10 strain growth, BacTiter-Glo luminescence, 24 h; 1.4% of 330,000 active; inhibition, % at 10 µM;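 active = inhibition of 40% or more at the single tested concentration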;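 also: wild-type TIM10 isogenic control strain grown at permissive 25 °C; 0% = DMSO yeast wells and 100% = minimal medium wells without yeast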
An asterisk follows results filed as active; x = not tested or not shown.

Start of the listing, in advance, nine compounds:
SMILES	697 NFkB inh	CHOP UPR activ	UPR XBP1 act	Jurkat NFkB inh	Mdm2-MdmX inh	tim23-1 inh	tim10-1 inh	TIM10 inh
Cc1noc(C)c1CSCC(=O)Nc1nc2c(F)cc(F)cc2s1	-42.6	1.1	0.2	-16.9	-42.7	6.9	2.0	6.0
O=C(Nc1nc2c(F)cc(F)cc2s1)c1ccc([N+](=O)[O-])o1	-115.0	17.9	7.7	-31.4	-28.8	2.1	12.4	9.4
Cc1ccc(NC(=O)CN(C)C(=O)CSc2nccn2C)cc1	-8.7	-0.9	0.8	7.6	3.1	-13.6	-12.0	-1.5
Cc1cccc(C2=NN(c3ccccc3)[C@@H](C(=O)N3CCOC3=O)[C@@H]2c2ccccc2)c1	-8.0	2.2	0.6	x	14.1	33.5	17.6	2.0
N#Cc1ccccc1	14.9	0.5	-0.2	-6.5	19.7	-11.4	-5.5	-4.9
Cc1onc(-c2ccccc2)c1C(=O)Nc1cccc(OC(C)C)c1	-0.6	-2.3	-1.7	-0.6	21.7	-12.5	33.1	17.5
COc1ccc2nc(N3CCN(C(=O)c4ccc([N+](=O)[O-])o4)CC3)sc2c1	-7.5	10.6	3.8	-1.0	16.7	-32.3	42.2*	43.2*
CCCN1CCN(CCCNC(=O)C(CC)n2nc(C)n3c(cc4occc43)c2=O)CC1 (stereo not drawn)	-6.8	5.9	2.8	11.2	-6.4	7.9	21.9	2.5
Cc1cc(C)c(NC(=O)Cn2nnc(C(=O)NCc3ccc4c(c3)OCO4)c2N)c(C)c1	1.7	2.9	-2.6	18.8	23.6	5.0	13.1	-18.4

All compounds of this part, repeating the preview:
SMILES	697 NFkB inh	CHOP UPR activ	UPR XBP1 act	Jurkat NFkB inh	Mdm2-MdmX inh	tim23-1 inh	tim10-1 inh	TIM10 inh
Cc1noc(C)c1CSCC(=O)Nc1nc2c(F)cc(F)cc2s1	-42.6	1.1	0.2	-16.9	-42.7	6.9	2.0	6.0
O=C(Nc1nc2c(F)cc(F)cc2s1)c1ccc([N+](=O)[O-])o1	-115.0	17.9	7.7	-31.4	-28.8	2.1	12.4	9.4
Cc1ccc(NC(=O)CN(C)C(=O)CSc2nccn2C)cc1	-8.7	-0.9	0.8	7.6	3.1	-13.6	-12.0	-1.5
Cc1cccc(C2=NN(c3ccccc3)[C@@H](C(=O)N3CCOC3=O)[C@@H]2c2ccccc2)c1	-8.0	2.2	0.6	x	14.1	33.5	17.6	2.0
N#Cc1ccccc1	14.9	0.5	-0.2	-6.5	19.7	-11.4	-5.5	-4.9
Cc1onc(-c2ccccc2)c1C(=O)Nc1cccc(OC(C)C)c1	-0.6	-2.3	-1.7	-0.6	21.7	-12.5	33.1	17.5
COc1ccc2nc(N3CCN(C(=O)c4ccc([N+](=O)[O-])o4)CC3)sc2c1	-7.5	10.6	3.8	-1.0	16.7	-32.3	42.2*	43.2*
CCCN1CCN(CCCNC(=O)C(CC)n2nc(C)n3c(cc4occc43)c2=O)CC1 (stereo not drawn)	-6.8	5.9	2.8	11.2	-6.4	7.9	21.9	2.5
Cc1cc(C)c(NC(=O)Cn2nnc(C(=O)NCc3ccc4c(c3)OCO4)c2N)c(C)c1	1.7	2.9	-2.6	18.8	23.6	5.0	13.1	-18.4
Fc1ccc2c(c1)C1C=CCC1C(c1cc3c(cc1Br)OCO3)N2 (stereo not drawn)	0.6	-1.6	1.2	-0.3	29.8	26.6	35.3	11.8
CSc1ccccc1NC(=O)CN(C)CC(=O)Nc1ccc(Cl)cc1F	16.3	2.3	-2.5	7.2	20.2	-7.0	-21.4	-18.6
CCC(C)(C)C1CCc2[nH]nc(C(=O)NCCNC(=O)OC(C)(C)C)c2C1 (stereo not drawn)	-39.3	0.2	-2.3	-24.7	26.0	31.5	22.2	12.7
COCCNC(=O)c1cccc(C)c1[N+](=O)[O-]	5.4	1.0	-1.6	2.0	2.5	12.8	0.8	5.5
Cc1cccc(NC(=O)CSc2nnc(NC(=O)C3CC3)s2)c1C	7.7	-0.8	-5.3	3.6	13.5	-21.9	-3.4	-26.8
Cc1ccc(Cn2c(=O)n(CCC(=O)NCc3ccc4c(c3)OCO4)c(=O)c3ccccc32)cc1	17.9	1.7	-0.4	-0.9	8.3	3.4	26.6	12.6
Cc1nc2ncnn2c(N2CCN(C(=O)Cc3cccs3)CC2)c1C	8.2	0.9	-2.4	-1.9	0.4	11.3	11.1	0.3
CN(Cc1ccccc1)S(=O)(=O)c1cn(C)cn1	21.5	0.0	-1.7	21.5	17.1	1.7	-18.1	-8.5
CCN(C(=O)c1cc2c(=O)n3ccccc3nc2s1)C1CCCCC1	-29.7	6.7	11.8	-41.4	-29.5	34.2	16.2	18.8
Cc1noc(C)c1C(=O)N1CCN(S(=O)(=O)c2cccs2)CC1	-8.1	-3.2	-2.0	-2.1	-6.5	3.3	-10.2	0.9
CC(=O)c1ccc(NC(=O)Nc2cccc(Cl)c2)cc1	-144.6	5.4	1.1	-120.5	-90.0	7.1	-8.3	7.1
COc1ccc(C(=O)NC(=S)N2CCNC(=O)C2CC(=O)OC(C)C)cc1 (stereo not drawn)	-2.6	-0.6	-1.7	-20.2	-20.3	-3.3	-10.3	-8.4
Cc1cc(-c2onc(C)c2C(=O)Nc2ccc(C(F)(F)F)cc2)no1	-4.2	1.7	2.3	8.5	22.9	0.7	7.9	5.4
NS(=O)(=O)c1ccc(CNC(=O)/C=C/c2ccc(Cl)c(Cl)c2)cc1	0.3	0.8	-2.4	14.0	-10.7	-10.5	-5.2	-5.6
O=C1CC[C@H](O)CCN1[C@H](CSc1ccccc1)Cc1ccccc1	7.2	1.1	2.5	-6.7	-8.6	10.1	6.6	3.4
CCN(CC(=O)Nc1ccccc1OC)C(=O)c1cc(S(=O)(=O)N2CCCCCC2)ccc1OC	12.4	0.7	-1.5	-1.2	-3.6	-2.3	15.2	1.1
Cc1cc(C(=O)N/N=C/c2cn(C)nc2C)c2ccccc2n1	-0.2	1.3	-1.6	2.7	-4.6	13.8	14.1	11.6
COC(=O)Cn1c(=O)oc2ccc(C)cc21	3.7	-0.3	0.3	1.5	9.8	-2.1	-13.0	-1.3
COc1ccc(CN2CCNC(=O)C2CC(=O)N(C)Cc2ccncn2)c(OC)c1 (stereo not drawn)	12.7	-0.8	-4.7	6.7	-10.4	3.7	-13.0	-24.1
O=C(Nc1ccc2c(c1)C(=O)NC2=O)c1ccccc1Cl	-3.1	0.1	-0.7	8.1	8.9	21.9	12.3	6.1
CCOC(=O)N1CCC(Nc2ccc(N3C(=O)C4CCCCC4C3=O)cc2[N+](=O)[O-])CC1 (stereo not drawn)	-0.5	-1.8	-1.8	1.2	-44.4	6.9	12.3	10.1
COc1ccc(C(C)=NNC(=O)c2cccc(S(=O)(=O)N3CCCC3)c2)cc1	2.2	4.3	0.9	-8.7	3.6	-0.3	-3.8	-1.1
CC(=O)c1ccc(-c2cccs2)s1	0.8	1.8	2.9	-20.4	-11.6	11.6	-7.1	4.5
CC(C)(C)c1cc(/C=N/O)cc(C(C)(C)C)c1O	-29.1	-1.8	0.7	4.1	11.2	42.5	27.6	23.1
COc1ccc(/C=C(\NC(=O)c2ccc(OCC(C)C)cc2)C(=O)OCc2ccco2)cc1	11.4	-0.5	-0.8	-6.1	16.9	16.0	21.7	14.4
CCN1C(=O)[C@H]2[C@@H](c3ccc(-c4ccc(F)cc4)cc3)N[C@@](Cc3ccccc3)(C(=O)OC)[C@H]2C1=O	26.7	0.0	-0.6	27.9	48.0	29.2	27.7	23.1
O=c1oc2ccccc2cc1-c1ccccc1	-46.5	3.3	1.0	-22.4	-22.2	7.8	5.4	-0.8
Cc1csc(NS(=O)(=O)c2cccc([N+](=O)[O-])c2)n1	-35.7	-1.4	-3.8	-14.0	2.5	6.1	-1.8	6.7
CC1CC(C)CN(C(=O)Cn2c(=O)c3cccn3c3cccnc32)C1 (stereo not drawn)	-10.6	2.8	-3.9	-10.6	-9.6	15.2	19.1	-1.1
COC(=O)c1cc(OC)c(OC)cc1NC(=O)c1cc(C(C)(C)C)oc1C	4.4	-1.5	-1.5	-3.0	12.1	5.9	14.2	12.6
COC(=O)c1ccc(C2C(C(=O)c3cc4ccccc4o3)=C(O)C(=O)N2c2cc(C)on2)cc1 (stereo not drawn)	-12.0	1.0	-3.1	-9.2	32.2	3.9	19.7	-2.1
CCOc1ncnc2c1[nH]c1ccccc12	-0.4	0.7	-0.5	7.1	0.7	27.7	-58.2	22.8
CCOc1ccccc1NC(=O)COC(=O)CC(C)(C)CC1=NS(=O)(=O)c2ccccc2N1	-15.4	0.3	-4.9	24.1	41.9	-0.5	1.3	1.9
COc1cc(/C=N/NC(=O)c2cccs2)ccc1OCc1ccccc1	-6.2	3.7	4.8	-45.7	-36.4	16.0	-10.5	-3.5
COC(CNC(=O)C(=O)NCC1OCCN1C(=O)c1ccc(Cl)cc1)OC (stereo not drawn)	8.4	-2.9	4.3	-5.6	-7.5	6.8	-3.2	-0.3
Cc1cc(-c2ccccc2)nc(SCC(=O)c2cccc([N+](=O)[O-])c2)n1	11.2	-1.7	-3.9	-1.8	24.3	25.5	35.3	8.7
C=CCN(C(=O)c1csnn1)C(C(=O)NCc1ccc(F)cc1)c1ccc(F)cc1 (stereo not drawn)	4.1	0.2	-0.6	7.3	8.4	23.0	18.2	6.4
CCCn1c(=O)n(C)c(=O)c2c(SCc3cc(C(C)=O)ccc3OCC)nc(C3CC3)nc21	-8.3	-0.3	2.5	6.5	3.5	-3.2	26.5	-7.9
COc1ccc(/C(C)=N/NC(=O)c2ccc3nc[nH]c3c2)cc1	6.7	0.6	-3.2	0.9	-9.1	-14.2	52.3*	-11.0
COc1ccc(C(C(=O)NC(C)C)N(C(=O)CCC(=O)Nc2nccs2)c2ccccc2F)cc1 (stereo not drawn)	15.8	0.6	-1.7	-2.5	-6.6	6.6	1.4	6.8
CCOC(=O)NN1C(=O)c2ccccc2NC1(C)C	10.0	-0.1	-7.2	6.2	21.2	-10.4	5.1	6.2
COc1ccc(C(CNC(=O)c2ccco2)N2CCCC2)cc1 (stereo not drawn)	-36.5	1.9	-0.5	-33.9	-23.5	-8.1	-24.6	3.4
CC(=O)Oc1c(S(=O)(=O)c2ccc(C)cc2)c(C)nn1-c1ccccc1	18.1	-1.1	-6.9	-0.5	11.3	0.1	-12.5	-5.6
CN(C)c1nc(-c2cccs2)cc(C(F)(F)F)c1C#N	6.2	0.0	2.0	3.5	0.8	-8.0	-7.8	-18.8
CC(C)(C)c1ccc(C(=O)N2CCNCC2)cc1	9.1	-2.0	4.5	0.4	4.6	-6.1	1.5	-2.6
Cc1ccc(NC(=O)c2ccccc2[N+](=O)[O-])nc1	17.6	2.2	-1.5	4.3	15.2	4.8	-11.0	1.8
Cc1cc(C(=O)CSc2nncs2)c(C)n1-c1c(C)n(C)n(-c2ccccc2)c1=O	8.5	1.0	3.3	-2.9	-4.3	7.0	-5.4	26.3
Cc1nc(N2CCN(c3ccccn3)CC2)c2c(C)c(C(=O)Nc3c(C)cc(Br)cc3C)sc2n1	-16.9	-0.7	-2.5	10.9	59.1*	19.3	18.3	4.0
Cc1nnc(NC(=O)CN2CCN(Cc3ccccc3Cl)CC2)s1	-6.7	-1.1	-6.6	-4.1	3.2	7.6	-1.3	2.6
O=[N+]([O-])c1ccc(Cl)c(S(=O)(=O)N2CCCCCC2)c1	29.3	1.4	-0.9	4.9	31.3	33.9	22.6	22.1
COc1cc(CN2CCC(C(=O)NC3CCCC3)CC2)cc(Br)c1O	-1.6	0.8	-2.1	-2.3	-22.2	6.4	2.9	-6.4
